hcGAS inh = inhibitors of human cGAS; Q8N884; recombinant h-cGAS, ATP depletion, Kinase-Glo luminescence; inhibition, % at 12.5 µM; 290,000 compounds, 0.081% hits;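 note: 0% = vehicle reaction and 100% = reaction without DNA for no activity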
Target sequence (Q8N884 whole entry, looked up): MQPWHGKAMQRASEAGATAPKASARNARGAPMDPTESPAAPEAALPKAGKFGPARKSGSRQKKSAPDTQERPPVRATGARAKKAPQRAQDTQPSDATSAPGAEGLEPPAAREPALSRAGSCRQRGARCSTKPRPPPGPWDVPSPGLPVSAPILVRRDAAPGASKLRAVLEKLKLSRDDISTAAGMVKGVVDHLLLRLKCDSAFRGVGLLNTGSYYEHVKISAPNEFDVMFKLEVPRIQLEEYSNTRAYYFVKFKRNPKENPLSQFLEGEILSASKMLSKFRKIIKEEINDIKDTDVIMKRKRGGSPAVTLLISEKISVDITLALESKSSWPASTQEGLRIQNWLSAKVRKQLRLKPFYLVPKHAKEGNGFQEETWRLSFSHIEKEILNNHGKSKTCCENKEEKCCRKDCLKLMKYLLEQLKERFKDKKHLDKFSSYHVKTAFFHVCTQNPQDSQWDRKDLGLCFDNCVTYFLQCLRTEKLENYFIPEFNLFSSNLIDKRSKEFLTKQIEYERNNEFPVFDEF
mcGAS lum = mouse cGAS inhibition by luminescence; 160,000 compounds, 0.15% hits; AID 1259399; inhibition, % at 12.5 µM; Q8C6L5; recombinant cGAS, Kinase-Glo ATP depletion luminescence;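 note: 0% = negative control wells and 100% = reference inhibitor with no enzyme activity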
NPYLR7 ag = mosquito NPYLR7 agonism | HEK293T NPYLR7/Galpha15, GCaMP6s calcium fluorescence | activation, % at 10 µM | 270,000 compounds, 0.15% hits | AID 1259423; in the data active = activation above about 40%;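 note: 0% = vehicle and 100% = reference agonist at the receptor; some compounds past the cut are filed as inactive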
* = called active by the depositor; x = no result given; & = joins results of further samples. Cut-off read from the data, not from the text of the source, unless noted: active = inhibition above about 40%; inactive = the rest.

item | structure | hcGAS inh | mcGAS lum | NPYLR7 ag
1 | O=C(C(Cl)Cl)N1CCN(CCCOC(c2ccc(Cl)cc2)c2ccc(Cl)cc2)CC1 | -5 | -8 | 31
2 | CCN(Cc1ccccc1)S(=O)(=O)N1CCc2cc(S(=O)(=O)NC)ccc21 | -12 | x | 6
3 | COc1ccccc1OC1CN(C(=O)c2ccc(NC(C)=O)cc2)C1 | 3 | 0 | 0
4 | CC(=O)Nc1ccc(CN2C(=O)C3(CCC3)ON=C2c2cccc(Cl)c2)cc1 | -1 | x | 8
5 | CC1(C)CC(OC(=O)c2ccncc2)CC(C)(C)N1O | -5 | x | 3
6 | Cc1cccc2nc(-c3ccc(F)cc3)c(NC(C)(C)C)n12 | -4 | -5 | -9
7 | COCCN(Cc1cccc(OS(=O)(=O)c2ccc(F)cc2)c1)C(=O)Nc1ccc(SC)cc1 | -6 | -6 | 1
8 | Cc1ccc2nc(-c3cccc(NC(=O)c4ccco4)c3)oc2c1 | -4 | -5 | -2
9 | Cn1cccc1-c1csc(NC(=O)CCOCC(F)(F)F)n1 | -7 | -16 | 2
10 | c1cc(-c2cscn2)cc(-n2ccnc2C2CC2)c1 | -2 | x | 5
11 | C#Cc1ccc2c(c1)C(=O)N(C)Cc1c(C(=O)OCCCOC(=O)c3ncn4c3CN(C)C(=O)c3cc(C#C)ccc3-4)ncn1-2 | -1 | -3 | 5
12 | COc1ccccc1Oc1cc(N2CCCC2)ncn1 | 0 | 0 | -4
13 | O=C(c1ccncc1)N1N=C2CCCCC2C1(O)C(F)(F)F (configuration not stated) | -7 | -5 | 3
14 | COc1cc(OC)c(N=c2ccccn2C)cc1Cl | -9 | x | 3
15 | Cc1cccc(NC(=O)/C=C/C2=C(Cl)c3ccccc3S2(=O)=O)c1C | -6 | x | 10

Additional results.
item | structure | hcGAS inh | mcGAS lum | NPYLR7 ag
16 | COCCc1nc2ccc(C(=O)N3CCCC(C(=O)c4cccnc4)C3)cc2o1 (configuration not stated) | -6 | x | 3
17 | CN(C)[C@@H]1C[C@@H](C(=O)O)N(Cc2ccncc2)C1 | -8 | -19 | 3
18 | c1cncc(-c2nc3cc(Cc4ccc5oc(-c6cccnc6)nc5c4)ccc3o2)c1 | -5 | x | 13
19 | COCCCN(Cc1c(-c2ccccc2)noc1N(C)C1CCCCC1)CC(O)COC(C)C (configuration not stated) | -1 | -6 | 6
20 | Cc1ccccc1OCC(O)CNc1ccc(-n2nc(OCC(C)C)nc2-c2ccccc2F)cc1 (configuration not stated) | -5 | -5 | x
21 | O=C(CCC1CCCO1)Nc1cc(F)ccc1O (configuration not stated) | -8 | x | -5
22 | CNC(=O)C1Cc2c(-c3ccc4c(c3)OCO4)ccnc2O1 (configuration not stated) | -8 | -6 | 0
23 | COc1ccccc1CCc1nnc(CCC(=O)NC2Cc3ccccc3C2)o1 | -11 | x | 9
24 | CC(C)CC(NC(=O)c1ccc(C#N)cc1)c1ccccc1 (configuration not stated) | -11 | x | -2
25 | CC(C)n1c(-c2ccco2)csc1=Nc1cccnc1 | -4 | x | -5
26 | O=C(CC(c1cccc(O)c1)c1ccccc1Cl)NC1CCC1 (configuration not stated) | -5 | x | 6
27 | Cc1ccc(-n2cccn2)c(CN2CCCC(CNC(=O)c3ccc(F)cc3)C2)c1 (configuration not stated) | -1&-5 | -8 | 3&0
28 | CCCc1nc(C)cc(NC2CC(=O)N(Cc3cccc(F)c3)C2)n1 (configuration not stated) | 0 | -15 | 13
29 | Cn1cc(CNC(=O)Nc2cccc(C(F)F)c2)cn1 | -6 | x | 9
30 | c1csc(CSc2nc3ccccc3s2)c1 | -3 | x | 15

Further structures follow.
item | structure | hcGAS inh | mcGAS lum | NPYLR7 ag
31 | Cc1cnc(N2CCCC3(CCOCC3)C2)nc1 | -18 | -8 | x
32 | O=C(Cc1ccccc1Br)NCCc1cscn1 | -19 | x | 7
33 | CS(=O)(=O)NC1CCCN(CCS(=O)c2ccccc2)C1 (configuration not stated) | -6 | x | 9
34 | CC1CN(C(=O)C(C)N2CCc3ccccc32)CC(C)O1 (configuration not stated) | -15 | x | 8
35 | O=C1N=C2OC=C(C(=O)Nc3cccc(Cc4ccccc4)c3)N2CCN1 | -10 | x | -2
36 | CCOC(=O)c1nn(CCc2ccccc2)c2c1CN(C(=O)c1ccc3c(c1)OCCO3)CC2 | -2 | 4 | -11
37 | CCc1nc(CN(C)CC2COc3ccccc3O2)c(C)[nH]1 (configuration not stated) | -7 | x | 2
38 | COc1ccccc1C1CN(Cc2coc3ccccc3c2=O)Cc2ccccc2O1 (configuration not stated) | -8 | -12 | 18
39 | COc1ccc(-c2cccc(-c3cccc(NC(=O)c4ccc(C(F)(F)F)nc4C)c3)n2)cc1 | -4 | -3 | 16
40 | CCc1cccc2sc(N(CCCn3ccnc3)C(=O)c3cccc(OC)c3OC)nc12 | -5 | -7 | -10
41 | Cc1ccc(Cl)cc1C(=O)N1CCC2(CC1)c1ccccc1[C@@H](N)[C@@H]2O | -12 | x | -5
42 | CCOCCCN(CC(=O)N(Cc1ccc(F)cc1)Cc1ccco1)C(=O)Nc1ccc(C)c(Cl)c1 | -8 | -7 | -4
43 | Cc1nn(C2CCS(=O)(=O)C2)c2nc(-c3ccco3)cc(C(=O)N3CCCC3)c12 (configuration not stated) | -3 | -8 | 6
44 | Cc1ccc2ncccc2c1CN1CCN(C)C(C(=O)O)C1 (configuration not stated) | 4 | x | 2
45 | Cc1onc(-c2ccccc2)c1C(=O)OCC(=O)Nc1ccccc1 | 0 | -9 | -7

A few values from above.
Under NPYLR7 ag, entry 33 reads 9
Under NPYLR7 ag, entry 40 reads -10

(listing goes on)
item | structure | hcGAS inh | mcGAS lum | NPYLR7 ag
46 | Clc1cnc(Oc2ccccc2NCc2nnc(C3CC3)o2)c(Cl)c1 | -8 | -16 | -2
47 | CCOC(=O)C1=C(C)N=c2s/c(=C/c3ccco3)c(=O)n2C1c1ccc(OC(C)=O)cc1 (configuration not stated) | -1 | -4 | -3
48 | Cc1nc(C(=O)N2CCCCC2C(=O)Nc2cccc(-c3nnc(C)s3)c2)cs1 (configuration not stated) | -7 | -9 | 6
49 | COCCC(=O)N1CCC2(CC1)CN(Cc1cnc(C)n1C)CCN2C | -16 | -7 | x
50 | O=c1[nH]c(CC2CC2)nc2c1CCN(Cc1cc3n(n1)CCCNC3)C2 | -6 | x | -2
51 | COc1ccc(CCNC(=O)c2cccnc2N2CCN(C(=O)NCc3ccccc3F)CC2)cc1OC | -5 | -8 | 3
52 | CC(C(=O)NC(C)(C)c1ccc(Br)cc1)S(C)(=O)=O (configuration not stated) | -6 | x | 1
53 | N#Cc1nnc2ccccc2c1N1CCC(NC2CC2)CC1 | -10 | x | -3
54 | CO[C@H]1CN(C)C[C@@H]1NC(=O)CSc1n[nH]c(C)n1 | -14 | -5 | x
55 | Cc1cccc(-c2noc(N3CCOCC3)c2CN(CC2CCCO2)C(=O)c2cccc(Br)c2)c1 (configuration not stated) | -3 | -4 | x
56 | CCNC1CCS(=O)(=O)C1 (configuration not stated) | -1 | x | -3
57 | c1ccc(-c2nnc3sc(-c4ccccn4)nn23)cc1 | 3 | x | -2
58 | Cc1ccc(-c2nnc(SCCCC(=O)N3CCN(C(=O)c4cccc(C(F)(F)F)c4)C(C)C3)n2-c2ccc(C)cc2)cc1 (configuration not stated) | -4 | -4 | 11
59 | COCCCN(Cc1c(-c2ccccc2)noc1N1CCOCC1)C(C)=O | -5 | -4 | -3
60 | COc1ccc(-n2cc(CNCCN3CCOC3=O)c(-c3ccccc3Cl)n2)cc1 | -6 | -9 | 1

New compounds follow
item | structure | hcGAS inh | mcGAS lum | NPYLR7 ag
61 | COc1ccc(-c2noc(-c3ccc(N(C)C4CCOCC4)nc3)n2)cc1 | -12 | -12 | 2
62 | CCCCC(=O)Nc1cc(-c2onc3c2CCc2cc(OC)ccc2-3)ccc1C | -2 | -2 | -1
63 | CC(Oc1ccc(Br)cc1Cl)C(=O)N(C)C1(C#N)CCCCC1 (configuration not stated) | -3 | x | 3
64 | C=CCN(Cc1nccn1Cc1c(F)cccc1Cl)C(=O)C1CC1 | -5 | -5 | 4
65 | COc1ccc(CN2C3CCC2CC(NC(=O)Cc2ccc(Cl)cc2)C3)c(OC)c1 (configuration not stated) | -8 | -8 | 0
66 | COc1ccc(-c2cc(-n3cccn3)nc(C)n2)c(OC)c1OC | 1 | x | -1
67 | Cc1cc(C)nc(NC(=O)C23CC4CC(CC(C4)C2)C3)n1 | -8 | x | 5
68 | CCn1c(=S)[nH]c2scc(-c3cccs3)c2c1=O | 12 | x | 0
69 | COc1cc(-c2nc3cc(C)ccn3c2NC(C)(C)CC(C)(C)C)ccc1OS(=O)(=O)c1ccccc1 | -3 | -6 | 3
70 | COc1cccc2c1OC1(C)CC2C(S(=O)(=O)c2ccc(C(C)(C)C)cc2)C(=O)N1C (configuration not stated) | -6 | -4 | 4
71 | O=c1cc(-c2ccccc2)[nH]n1-c1ccc(F)cc1 | -8 | x | -2
72 | CC1CC(C)C[N+](=C2C=C(N3CCCC3)CC(C)(C)C2)C1 (configuration not stated) | -6 | -6 | 3
73 | CC[C@H](Nc1ncnc2nc[nH]c12)c1nc2cccc(F)c2c(=O)n1-c1ccccc1 | -5 | -8 | -6
74 | CN(Cc1cccs1)C(=O)CSc1nc2ncc(Cl)cc2[nH]1 | -5 | -16 | 2
75 | Cc1cccn2c(=O)cc(CSc3nnc(NC4CC4)s3)nc12 | -2 | x | 8

The results go on:
item | structure | hcGAS inh | mcGAS lum | NPYLR7 ag
76 | COc1ccc(Cl)cc1/C=C1\N=C(SC)SC1=O | -11 | -3 | -1
77 | CCN1C(=O)C(=Cc2cc(OC)c3c(c2)OCCO3)SC1=S | -4 | -8 | 0
78 | CS(=O)(=O)c1ccc(Cl)c(C(=O)NCCc2cc3ccccc3[nH]2)c1 | -5 | x | 0
79 | CC1(C2CCN(C(=O)C3=CCCC3)CC2)NC(=O)N(Cc2ccc(F)cc2)C1=O (configuration not stated) | -4 | x | 5
80 | O=C(CSc1nc(=O)n(CCCO)c2c1CCCC2)N1CCc2ccccc21 | -6 | -5 | -4
81 | CCOC(=O)Cn1cnc2c(nnn2-c2cccc(OC)c2)c1=O | -3 | x | 5
82 | CC(C)c1csc(C(=O)NC(C2CCNCC2)C2CC(O)C2)n1 (configuration not stated) | 0 | -3 | x
83 | COc1cc2c(C(=O)O)c(C)n(-c3ccccc3Cl)c2c2ccccc12 | -5 | -3 | -2
84 | COc1cccc(CN2CCn3nc(C(=O)NCc4ccncc4)cc3C2=O)c1 | -2 | -8 | 19
85 | CSc1ccccc1N1C(=O)C2CC=CCC2C1=O (configuration not stated) | -11 | 2 | 1
86 | CC1(C)C[C@H]2C[C@@H](O)[C@H](N3CCN(c4ccccn4)CC3)[C@]2(O)CO1 | 3 | -8 | 4
87 | O=C(c1csc(CSc2nnc(-c3ccncc3)n2-c2ccccc2)n1)N1CCN(c2ccccc2Cl)CC1 | -5 | -4 | -15
88 | CN1CCC(N(C)C/C=C/c2ccccc2[N+](=O)[O-])CC1 | -4 | x | 0
89 | COc1cc(C(=O)NC(C)c2cnn(-c3ccccc3C)c2C)cc(OC)c1OC (configuration not stated) | -5 | x | 8
90 | COc1ccc(N=c2scc(C)n2CCCO)cc1 | -6 | -9 | -4

Carrying on.
item | structure | hcGAS inh | mcGAS lum | NPYLR7 ag
91 | COc1cc(C(=O)C=Cc2cc(OC)c(O)c(OC)c2)ccc1OC(F)F | -5 | 14 | 6
92 | COc1ccccc1OCC1CN(C(=O)c2cccnc2Cl)CCO1 (configuration not stated) | -6 | -6 | -6
93 | COCCCC(=O)Nc1cccc(NC2CCCC2)c1 | -6 | x | -2
94 | Cn1c(-c2ccncc2)nn(CN2CCN(S(=O)(=O)c3ccccc3F)CC2)c1=S | 2 | x | 8
95 | COCCn1ccc2c(OCC(=O)c3ccc(OC)cc3)cccc2c1=O | -9 | -8 | -2
96 | CN(Cc1ccc(Br)s1)C(=O)CSCc1ccc(C#N)cc1 | -11 | x | 4
97 | COc1ccccc1NC(=O)N1CCC2(CC1)SCCN2C(=O)c1cccc(C)c1 | -4 | -6 | 1
98 | O=C(CSc1nnc2sc3ccccc3n12)Nc1ccccc1C(F)(F)F | 4 | 0 | -5

16 compounds from above, sorted by length of the SMILES, lowest first:
item | structure | hcGAS inh | mcGAS lum | NPYLR7 ag
56 | CCNC1CCS(=O)(=O)C1 (configuration not stated) | -1 | x | -3
30 | c1csc(CSc2nc3ccccc3s2)c1 | -3 | x | 15
32 | O=C(Cc1ccccc1Br)NCCc1cscn1 | -19 | x | 7
21 | O=C(CCC1CCCO1)Nc1cc(F)ccc1O (configuration not stated) | -8 | x | -5
25 | CC(C)n1c(-c2ccco2)csc1=Nc1cccnc1 | -4 | x | -5
29 | Cn1cc(CNC(=O)Nc2cccc(C(F)F)c2)cn1 | -6 | x | 9
9 | Cn1cccc1-c1csc(NC(=O)CCOCC(F)(F)F)n1 | -7 | -16 | 2
74 | CN(Cc1cccs1)C(=O)CSc1nc2ncc(Cl)cc2[nH]1 | -5 | -16 | 2
82 | CC(C)c1csc(C(=O)NC(C2CCNCC2)C2CC(O)C2)n1 (configuration not stated) | 0 | -3 | x
63 | CC(Oc1ccc(Br)cc1Cl)C(=O)N(C)C1(C#N)CCCCC1 (configuration not stated) | -3 | x | 3
72 | CC1CC(C)C[N+](=C2C=C(N3CCCC3)CC(C)(C)C2)C1 (configuration not stated) | -6 | -6 | 3
35 | O=C1N=C2OC=C(C(=O)Nc3cccc(Cc4ccccc4)c3)N2CCN1 | -10 | x | -2
16 | COCCc1nc2ccc(C(=O)N3CCCC(C(=O)c4cccnc4)C3)cc2o1 (configuration not stated) | -6 | x | 3
18 | c1cncc(-c2nc3cc(Cc4ccc5oc(-c6cccnc6)nc5c4)ccc3o2)c1 | -5 | x | 13
20 | Cc1ccccc1OCC(O)CNc1ccc(-n2nc(OCC(C)C)nc2-c2ccccc2F)cc1 (configuration not stated) | -5 | -5 | x
36 | CCOC(=O)c1nn(CCc2ccccc2)c2c1CN(C(=O)c1ccc3c(c1)OCCO3)CC2 | -2 | 4 | -11

Assay outcomes: PubChem, Fisher Drug Discovery Resource Center
